Source: PubChem BioAssay (The Scripps Research Institute Molecular Screening Center)
TDP2 inh = blocks human TDP2 phosphodiesterase activity; O95551; recombinant TDP2, T5PNP hydrolysis, p-nitrophenol absorbance 415 nm; inhibition, % at 12.8 µM; 370,000 tested, 0.34% active;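 active = inhibition above the mean of all tested compounds plus 3 SD, set per campaign, cut at about 25% in these data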;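 also: 0% = DMSO with enzyme and 100% = buffer with substrate but no TDP2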
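Read-out basis: percent inhibition. System: recombinant human TDP2. Buffer or medium: Mg2+-containing Tris-HCl buffer, pH 7.5. Repeats: single replicate. Timing: reaction 2 h, 37 °C. Benchmarks: high control without enzyme, low control DMSO plus TDP2. Probe or stimulus: 5 mM T5PNP. Doses: 12.8 µM only. Measured by: epi absorbance of p-nitrophenol freed from T5PNP by hydrolysis.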
ASAP1 GAP inh = blocks human ASAP1-stimulated Arf1 GTP hydrolysis; inhibition, % at 16.5 µM; AID 624377; 360,000 tested, 0.19% active; GDP FP detection; Q9ULH1; in the data active = inhibition above about 25%;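 also: 0% = vehicle with enzyme and substrate and 100% = no enzyme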
DDE Tn7 FP inh = DD(E)-Tn7 binding inhibition, primary FP screen; FP displacement of FITC-Tn7 peptide from fibrin DD(E); 0% = median of compound wells per plate; inhibition, % at 8.3 µM; P02675; 370,000 tested, 0.13% active; AID 720508;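 active = inhibition above the mean of compounds falling within the control limits plus 3 SD of them, cut at about 14% in these data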;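 also: 0% = plate median of compound wells and 100% = 10 µM Aha-Tn7 peptide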
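System: human fibrin DD(E); quantity: Fibrin-DD(E) at 2 µM final; also added: fluorescent Tn7 probe at 0.1 µM; compound dosing: single nominal test concentration of 8.3 µM per compound; schedule: 10 min preincubation, 3 h with tracer, room temperature; detection: fluorescence polarization of the labelled Tn7 tracer; repeats: one replicate per compound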
ADAM10 inh = ADAM10 inhibition, QFRET primary screen. O14672. recombinant ADAM10, EDANS/DABCYL FRET peptide cleavage, 3 h. inhibition, % at 7 µM. 370,000 tested, 0.62% active;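 active = inhibition above a per-campaign cutoff equal to the mean of compounds falling between control-based bounds plus 3 SD, cut at about 20% in these data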;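 also: 0% = DMSO wells while the 100% control is not disclosed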
ARFGAP1 inh = inhibitors of rat ARFGAP1; Arfgap1-stimulated ARF1 GTP hydrolysis, GDP FP detection; Q62848; inhibition, % at 16.5 µM; 360,000 tested, 0.26% active; AID 651572;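 active = inhibition above a per-plate limit, mean inhibition of low control wells plus 3 SD, cut at about 25% in these data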;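 also: 0% = DMSO wells with enzyme and 100% = wells lacking Arfgap1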
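System: truncated rat Arfgap1 GAP domain / Benchmarks: high control wells lacking Arfgap1, low control full reaction with DMSO / Times: compound-enzyme preincubation 20 min, reaction 120 min, detection 60 min, 25 °C / Repeats: one replicate per compound / Also added: human ARF1(Δ1-17)-GTP substrate / Measured by: Tracer-displacement fluorescence polarization with EDTA stop, 620/688 nm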
PLCg1 inh = PLC-gamma1 (human) inhibition, primary screen | purified PLC-gamma1, fluorogenic substrate, fluorescence | 370,000 tested, 0.84% active | inhibition, % at 12.2 µM; in the data active = inhibition above about 9.5%
ADAM17 inh = ADAM17 inhibition, QFRET primary screen; P78536; recombinant ADAM17, EDANS/DABCYL FRET peptide cleavage; inhibition, % at 6.95 µM; 370,000 tested, 0.83% active;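 active = inhibition above the mean of compounds lying between control limits plus 3 SD, set per campaign, cut at about 8.5% in these data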;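 also: 0% = DMSO-only wells as the low control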
SIAE primary = blocks human sialic acid acetylesterase; AID 1053197; Q9HAT2; SIAE FP-Rh probe binding, fluorescence polarization; 370,000 tested, 0.69% active; inhibition, % at 9.66 µM;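 active = inhibition above a cutoff: mean of compounds within the control limits plus 3 SD of those, cut at about 17% in these data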;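 also: 0% = plate median of compound wells and 100% = probe without SIAE protein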
DDE Tn6 FP inh = DD(E)-Tn6 binding inhibition, primary FP screen | P02675 | inhibition, % at 8.3 µM | Fibrin DD(E) TRITC-Tn6 fluorescence polarization displacement | AID 720509 | 370,000 tested, 0.21% active;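 active = inhibition above a per-campaign cutoff: mean of compounds within control limits plus 3 SD, cut at about 15% in these data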;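 also: 0% = median of all compound wells on the plate and 100% = blocking peptide control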
PLCb3 inh = inhibitors of human phospholipase C beta3 | AID 720704 | Purified PLC-beta3, fluorogenic substrate, fluorescence | inhibition, % at 12.2 µM | Q01970 | 370,000 tested, 0.18% active; in the data active = inhibition above about 11%;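 also: 0% = median of compound wells on plate and 100% = full blocker control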
Target sequence (Q01970 whole entry, looked up): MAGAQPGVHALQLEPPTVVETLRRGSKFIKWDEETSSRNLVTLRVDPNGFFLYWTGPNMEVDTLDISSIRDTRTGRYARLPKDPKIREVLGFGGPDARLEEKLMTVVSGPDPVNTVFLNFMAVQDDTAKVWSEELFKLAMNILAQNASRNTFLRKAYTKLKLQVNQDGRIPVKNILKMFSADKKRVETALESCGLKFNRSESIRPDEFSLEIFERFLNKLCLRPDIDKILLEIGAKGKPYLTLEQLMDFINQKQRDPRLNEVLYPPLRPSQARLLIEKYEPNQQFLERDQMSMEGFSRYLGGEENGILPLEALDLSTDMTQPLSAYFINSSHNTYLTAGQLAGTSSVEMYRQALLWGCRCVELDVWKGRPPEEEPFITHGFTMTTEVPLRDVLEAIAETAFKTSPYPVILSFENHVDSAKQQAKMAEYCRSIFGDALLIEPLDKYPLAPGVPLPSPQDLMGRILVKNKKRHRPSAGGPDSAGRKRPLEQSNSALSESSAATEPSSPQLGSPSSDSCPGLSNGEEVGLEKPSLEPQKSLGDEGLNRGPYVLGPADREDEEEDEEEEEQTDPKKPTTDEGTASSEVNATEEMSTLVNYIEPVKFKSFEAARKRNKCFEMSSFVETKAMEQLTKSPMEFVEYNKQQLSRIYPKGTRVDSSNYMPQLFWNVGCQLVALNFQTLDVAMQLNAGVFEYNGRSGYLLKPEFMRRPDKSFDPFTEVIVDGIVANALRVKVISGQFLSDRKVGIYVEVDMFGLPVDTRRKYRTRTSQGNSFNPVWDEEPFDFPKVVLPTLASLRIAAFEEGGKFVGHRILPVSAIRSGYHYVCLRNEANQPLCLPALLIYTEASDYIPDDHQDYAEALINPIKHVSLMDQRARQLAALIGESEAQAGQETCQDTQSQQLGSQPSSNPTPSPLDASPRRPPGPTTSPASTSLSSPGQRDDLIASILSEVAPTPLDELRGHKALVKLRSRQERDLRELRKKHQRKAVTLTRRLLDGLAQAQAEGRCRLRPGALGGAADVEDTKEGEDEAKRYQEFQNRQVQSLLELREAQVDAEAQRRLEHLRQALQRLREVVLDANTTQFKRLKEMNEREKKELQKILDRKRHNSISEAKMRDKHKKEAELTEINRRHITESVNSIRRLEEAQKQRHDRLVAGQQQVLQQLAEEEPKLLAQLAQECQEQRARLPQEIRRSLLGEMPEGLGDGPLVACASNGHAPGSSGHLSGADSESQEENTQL
The depositor's hits bear a star; i = inactive; x = no result given.

SMILES	TDP2 inh	ASAP1 GAP inh	DDE Tn7 FP inh	ADAM10 inh	ARFGAP1 inh	PLCg1 inh	ADAM17 inh	SIAE primary	DDE Tn6 FP inh	PLCb3 inh
Cc1ccc(-c2nnc(SCC(=O)NC3CC3)o2)cc1	15.1	-18.5	-3.2	5.0	4.0	0.8	-0.1	-3.3	9.2	-1.1
O=C(/C=C/c1ccc2c(c1)OCO2)Nc1cccnc1	8.9	5.7	1.0	-177.1	5.0	-61.1	-47.2	2.5	3.4	-91.2
COc1ccc2c(c1)/C(=C/c1cc(OC)c(OC)c(OC)c1)C(=O)N2	7.1	14.5	0.6	2.7	6.7	1.3	1.3	2.5	-6.7	1.7
COc1cc(/C=N/NC(=O)C(C)n2nnc3ccccc32)ccc1O (stereo not drawn)	-17.2	4.1	-4.4	1.0	5.6	7.0	1.1	-4.1	5.3	2.9
CC1(C(=O)NS(=O)(=O)c2cccc(OC(F)F)c2)CCN1C(=O)c1ccccc1CCc1ccccc1 (stereo not drawn)	-3.3	1.2	1.2	-1.4	-2.1	-5.7	-4.0	0.9	6.0	-5.1
CN(C)c1cccc(-c2cnc(N3CCC(C(N)=O)CC3)s2)c1	-4.4	x	0.5	-36.2	x	-44.0	-14.8	7.1	-5.6	-59.7
O=C(O)CCCNS(=O)(=O)/C=C/c1ccccc1	4.5	-5.1	3.5	1.1	-6.6	0.1	-2.4	-2.1	-0.3	4.2
N/C(=N\OC(=O)c1cccc(Cl)c1)c1ccccn1	-0.5	-7.2	0.3	-4.1	-10.2	4.1	-3.0	1.1	6.8	3.2
CC(=O)c1cccc(CN2CCCC(C(=O)Nc3ccc(-c4ccco4)cc3)C2)c1 (stereo not drawn)	-2.1	1.4	-2.2	0.3	4.4	-11.7	-1.4	-7.9	-2.2	-13.3
O=C(O)c1ccccc1/C=N/Nc1ccc(S(=O)(=O)N2CCCC2)cc1[N+](=O)[O-]	12.4	-5.8	-3.8	1.3	-0.5	5.6	-0.9	0.8	-0.5	-4.5
O=S(=O)(Nc1nc2ccccc2nc1N1CCN(c2ccccn2)CC1)c1ccc(Cl)cc1	-6.3	6.1	-1.3	-4.2	5.2	-23.7	-6.5	4.7	5.2	-27.7
O=C(COC(=O)c1cc(Cl)cc(Cl)c1)NCCN1C(=O)CSC1=O	6.0	-0.1	-5.8	3.3	-1.3	1.6	-1.8	-0.4	0.6	-0.1
COc1cc(CC2C(=O)OCC2C(=O)c2ccc3c(c2)OCO3)cc(OC)c1OC (stereo not drawn)	0.4	-6.4	6.8	-8.6	-4.8	2.8	-1.6	0.6	2.5	2.8
CCOc1ccc(CN2CCN(Cc3cnn(CC)c3C)CC2CCO)cc1 (stereo not drawn)	-4.1	12.0	5.7	-0.9	4.2	2.5	-8.7	-1.4	0.3	1.4
O=C(O)CC1(C(=O)O)CC2C=CC1C2 (stereo not drawn)	0.9	7.9	-1.4	-20.0	25.3*	2.4	-5.5	2.8	2.8	-1.6
CCn1c(=O)c(-c2ccccc2)c(O)c2ccccc21	8.4	7.6	-5.7	-10.9	0.5	-70.9	-2.2	-0.5	-4.6	-78.6
O=C(NCC(=O)N1CCN(c2ccccc2)CC1)c1ccco1	12.6	-0.4	-1.7	2.5	0.8	-2.3	-3.6	9.4	-9.6	-2.3
CC(C)C(NS(=O)(=O)c1cccs1)C(=O)N1CCc2ccccc2C1 (stereo not drawn)	5.5	-8.2	-12.6	4.5	-17.5	-1.7	-2.1	2.0	0.0	-2.0
CCCCn1c(N2CCC(Cc3ccccc3)CC2)nc2c1c(=O)[nH]c(=O)n2C	-15.1	9.6	-0.7	11.3	-9.8	9.2	3.9	9.4	-6.3	0.8
CCN(CC)C(=O)c1ccccc1NS(=O)(=O)c1cccs1	1.0	-8.5	-1.3	4.8	-7.4	-3.8	-2.1	-4.4	-0.3	-5.0
O=C1CC(c2ccco2)Cc2nc(Nc3nc(-c4ccccc4)c4ccccc4n3)ncc21 (stereo not drawn)	-3.0	-5.6	-8.2	-7.0	8.3	-18.5	-6.6	-18.4	-8.7	-27.1
CCOc1ccc(/C=N/NC(=S)NC2CC3CCC2C3)cc1 (stereo not drawn)	-6.3	-4.8	0.4	2.1	4.4	0.4	-1.5	6.6	7.2	-3.6
Cc1cccc(Nc2nc3ccccc3n3nnnc23)c1	2.8	-6.8	-2.7	-7.0	4.1	-10.9	0.5	11.4	1.1	-11.9
COc1ccc(CNC(=O)N2CCN(S(=O)(=O)c3ccc(C)cc3C)CC2)cc1	2.6	4.2	-1.9	2.6	0.2	2.1	-0.3	3.2	-3.0	-2.8
CCCc1nc(N2CCCC2)c(C#N)c2c1CCCC2	-1.8	12.8	2.3	-17.9	2.9	-3.1	-8.8	4.3	1.5	-3.4
CN(C)S(=O)(=O)c1ccc(C(=O)OCC(=O)NC(=O)NCc2ccccc2)cc1	-3.4	-4.9	7.3	-0.8	10.6	0.7	-4.1	-2.9	-1.3	-1.0
CCN1C/C(=C\c2cc(OC)c(OC)c(OC)c2)C2=NN(c3ccccc3)C(c3cc(OC)c(OC)c(OC)c3)C2C1 (stereo not drawn)	6.5	3.9	5.1	-42.2	-10.3	-380.6	-15.1	1.9	2.3	i
Cc1c(C(c2cccc([N+](=O)[O-])c2O)c2c(C)n(C)n(-c3ccccc3)c2=O)c(=O)n(-c2ccccc2)n1C	-6.1	2.7	2.5	12.1	-3.6	2.1	1.8	11.2	-7.9	3.1
CCCNC(=O)Nc1nc(C(N)c2ccc(OC)cc2)cs1 (stereo not drawn)	10.8	1.0	-0.1	-5.3	8.6	4.1	-2.8	2.4	-0.9	-0.8
Fc1ccc(-c2ccc(/C=N/n3cnnc3)o2)cc1	-1.4	-9.4	-1.3	-52.7	-16.3	-4.6	-11.6	-2.2	4.2	-5.9
N/C(=N\c1nc2ccccc2o1)NC(=O)c1ccc(Cl)cc1	-10.0	-6.5	-4.1	-2.8	-7.7	0.8	0.6	15.4	-3.5	3.3
Cc1ccccc1NC(=O)CNC(=O)c1ccc(C(F)(F)F)cc1	-0.8	3.4	-6.1	4.7	0.4	-3.0	-0.1	-1.3	-4.5	-1.2
CN(C)c1nc(N(C)C)nc(N(C#N)Cc2ccc(Cl)cc2)n1	5.1	9.7	-1.6	2.2	5.2	1.3	-1.0	-2.7	6.9	-3.1
Cc1nnc2ccc(-c3ccc(NS(=O)(=O)c4ccc(F)cc4F)cc3)nn12	12.3	5.0	9.5	-8.8	-2.3	-42.9	-4.1	3.8	-0.3	-78.7
CN[C@H]1C[C@H]2c3[nH]c4c(-c5ccccc5)cccc4c3CCN2C(=O)[C@H]1[C@H](C)O	0.7	-4.1	2.9	-255.0	6.1	-87.1	-77.4	-4.6	0.6	-111.3
CNC(=O)c1c(NC(=O)CS(=O)(=O)c2ccccc2)sc(C)c1C	-2.6	5.6	3.2	-2.3	23.6	-3.5	-6.1	5.0	-1.4	-8.6
COCCn1c(SCC(=O)Nc2ccc(F)cc2F)nc2c(c1=O)SCC2	-3.3	6.6	-8.6	-3.4	-21.0	-0.5	2.4	3.6	6.2	-6.2
Cc1cccc(CC(=O)NCCS(=O)(=O)N2CCN(c3cccc(Cl)c3)CC2)c1	-13.3	12.2	3.9	4.4	2.9	-1.3	6.4	1.9	-1.3	-7.2
CCc1nnc(NC(=O)/C=C/c2cccs2)s1	-2.1	-2.0	3.1	7.8	0.9	0.5	-5.0	1.9	5.5	-2.1
CCOC(=O)c1ccc(NC(=S)NCCCN2CCN(C3CCCCC3)CC2)cc1	7.5	12.1	6.0	1.6	-0.2	1.1	-4.0	5.9	2.1	-10.1
C#CCN1CC(N(C)CCOC(=O)c2occ3ccccc23)CS1(=O)=O (stereo not drawn)	6.1	x	-3.6	4.8	x	-0.8	0.0	0.3	-1.6	0.5
CN(C)S(=O)(=O)c1ccc(C(=O)NCc2ccccc2)cc1	5.9	-22.6	0.4	0.5	2.9	3.8	-1.3	-4.5	5.3	1.4
COc1ccc(Cl)cc1C(=O)NNC(=O)c1ccc(F)c(S(=O)(=O)N2CCOCC2)c1	7.4	-5.1	0.1	3.1	-1.6	-0.3	0.3	2.5	-0.7	3.9
Cc1nn(C)c(C(=O)NC(=S)Nc2ccccc2Br)c1Cl	-6.2	3.9	-4.0	0.2	-3.4	2.2	-1.1	-2.2	4.1	-5.9
CN(C)c1cccc2c(S(=O)(=O)N3CCOCC3)cccc12	8.1	7.1	1.0	-20.0	-12.7	-482.0	-6.4	0.7	6.0	i
O=C(NCC12CC3CC(CC(C3)C1)C2)c1nn2c(c1Cl)NC(c1ccco1)CC2C(F)(F)F (stereo not drawn)	14.9	-13.6	4.5	-6.7	-5.1	-0.2	-6.2	-4.6	3.1	-3.0
CC(C)(C)c1cc(NC(=O)COC(=O)C2CC2)n(-c2ccccc2)n1	4.9	-2.9	-4.2	-1.0	-8.3	-0.2	0.1	6.2	-1.7	2.4
O=S(=O)(N1CCCCC1)n1nnc2cc3ccccc3cc21	-2.6	3.0	5.0	-12.1	-0.5	-1.5	-1.3	-4.7	1.8	-8.1
Cc1ccccc1CS(=O)(=O)Cc1ccc(C(=O)NCc2ccco2)o1	2.4	9.2	3.2	1.6	10.1	-2.2	-2.3	-3.6	-5.4	-0.9
Cc1cc(=O)oc(C)c1C(=O)NCc1ccccc1	3.8	3.0	-3.8	5.7	12.8	2.5	0.0	13.2	-1.4	5.2
COc1ccc(C(=O)N2CCN(Cc3ccccc3C(F)(F)F)CC2)cc1	-3.6	-3.9	0.3	12.1	12.7	2.5	2.3	2.7	5.6	0.5
Cc1cc(OC(=O)c2ccc(C(F)(F)F)cc2)c([N+](=O)[O-])c(=O)[nH]1	-2.5	-11.6	2.2	-7.3	-7.0	3.5	-0.5	6.0	-1.4	4.4

At a glance, some entries already given.
SMILES	TDP2 inh	ASAP1 GAP inh	DDE Tn7 FP inh	ADAM10 inh	ARFGAP1 inh	PLCg1 inh	ADAM17 inh	SIAE primary	DDE Tn6 FP inh	PLCb3 inh
CN(C)c1cccc2c(S(=O)(=O)N3CCOCC3)cccc12	8.1	7.1	1.0	-20.0	-12.7	-482.0	-6.4	0.7	6.0	i
O=C(NCC12CC3CC(CC(C3)C1)C2)c1nn2c(c1Cl)NC(c1ccco1)CC2C(F)(F)F (stereo not drawn)	14.9	-13.6	4.5	-6.7	-5.1	-0.2	-6.2	-4.6	3.1	-3.0

Random draw from the library; about 3.6% have a hit in one of these screens.
